# Source: PubChem BioAssay (Small Molecule Screening Facility, UW Madison)
# RMI-FANCM inh – disruptors of RMI1/RMI2 association with MM2 peptide – biochemical, fluorescence polarization, human, primary screen. RMI core complex (RMI1/RMI2) binding to FANCM MM2 peptide, human. RMI core complex with F-MM2 peptide; active compounds read low. FP signal (polarization) at 33 µM. actives 0.58% (n = 70,000); in the data active means FP signal below about 40; further: inactives centre near 61; strong numbers were not always called active; unit not given here
# Starred values were filed as active, the others as inactive; & = joins results of further samples. A portion of the library; rates above refer to the full screens.
CC(=O)O[C@@]12CO[C@@H]1C[C@H](O)[C@@]1(C)C(=O)[C@H](O)C3=C(C)[C@@H](OC(=O)[C@H](O)[C@@H](NC(=O)OC(C)(C)C)c4ccccc4)C[C@](O)([C@@H](OC(=O)c4ccccc4)[C@H]21)C3(C)C
  RMI-FANCM inh = 58
CCCN(CCC)C(=O)C(CCC(=O)O)NC(=O)c1ccccc1 (centres undefined)
  RMI-FANCM inh = 64&48&52
CN(C)CCOC(=O)C(c1ccccc1)C1(O)CCCC1 (centres undefined)
  RMI-FANCM inh = 66&51
Nc1cc(=O)[nH]c(N)n1
  RMI-FANCM inh = 56
C[C@H]1c2cccc(O)c2C(O)=C2C(=O)C3(O)C(O)=C(C(N)=O)C(=O)[C@@H](N(C)C)[C@@H]3[C@@H](O)[C@@H]21 (some centres undefined)
  RMI-FANCM inh = 56
CSc1cccc(NC(=O)Cn2cccc(-c3nc(-c4ccc(Br)cc4)no3)c2=O)c1
  RMI-FANCM inh = 178
CC(C)(CO)C(O)C(=O)NCCC(=O)O (centres undefined)
  RMI-FANCM inh = 68
CC(=O)OCC(=O)[C@@]1(O)CC[C@H]2[C@@H]3CCC4=CC(=O)CC[C@]4(C)C3(F)C(=O)C[C@@]21C (some centres undefined)
  RMI-FANCM inh = 45
CN=C(NC#N)Nc1ccc(C2=NNC(=O)CC2C)cc1 (centres undefined)
  RMI-FANCM inh = 46
OCC(O)CN1CCN(c2ccccc2)CC1 (centres undefined)
  RMI-FANCM inh = 55&57
CN1CCN(Cc2c(O)c(CN3CCN(C)CC3)c3oc(-c4ccccc4)cc(=O)c3c2O)CC1
  RMI-FANCM inh = 59
CC[C@H]1C(=O)OC[C@@H]1Cc1cncn1C
  RMI-FANCM inh = 64
C[C@@H]1C[C@H]2[C@@H]3C[C@H](F)C4=CC(=O)C(Cl)=C[C@]4(C)[C@@]3(F)[C@@H](O)C[C@]2(C)[C@@]1(O)C(=O)CO
  RMI-FANCM inh = 58
Cc1nc2c([nH]1)c(=O)n(C)c(=O)n2Cc1ccco1
  RMI-FANCM inh = 59
CCCCOC(=O)c1ccc(N)cc1
  RMI-FANCM inh = 60

# Seven of these compounds, set out differently:
Compound | RMI-FANCM inh
CN=C(NC#N)Nc1ccc(C2=NNC(=O)CC2C)cc1 (centres undefined) | 46
OCC(O)CN1CCN(c2ccccc2)CC1 (centres undefined) | 55&57
CN1CCN(Cc2c(O)c(CN3CCN(C)CC3)c3oc(-c4ccccc4)cc(=O)c3c2O)CC1 | 59
CC[C@H]1C(=O)OC[C@@H]1Cc1cncn1C | 64
C[C@@H]1C[C@H]2[C@@H]3C[C@H](F)C4=CC(=O)C(Cl)=C[C@]4(C)[C@@]3(F)[C@@H](O)C[C@]2(C)[C@@]1(O)C(=O)CO | 58
Cc1nc2c([nH]1)c(=O)n(C)c(=O)n2Cc1ccco1 | 59
CCCCOC(=O)c1ccc(N)cc1 | 60

# Compounds shown so far that have fluorine (two):
CC(=O)OCC(=O)[C@@]1(O)CC[C@H]2[C@@H]3CCC4=CC(=O)CC[C@]4(C)C3(F)C(=O)C[C@@]21C (some centres undefined)
  RMI-FANCM inh = 45
C[C@@H]1C[C@H]2[C@@H]3C[C@H](F)C4=CC(=O)C(Cl)=C[C@]4(C)[C@@]3(F)[C@@H](O)C[C@]2(C)[C@@]1(O)C(=O)CO
  RMI-FANCM inh = 58

# Other records:
CN(C)CCC[C@@]1(c2ccc(F)cc2)OCc2cc(C#N)ccc21
  RMI-FANCM inh = 70
CC(=O)N(CC(O)CO)c1c(I)c(C(=O)NCC(O)CO)c(I)c(C(=O)NCC(O)CO)c1I (centres undefined)
  RMI-FANCM inh = 55
c1ccc(CNCCNCc2ccccc2)cc1
  RMI-FANCM inh = 65
O=C(O)CCCCCCCC(=O)O
  RMI-FANCM inh = 52
O=C(NCCN1CCOCC1)c1ccc(Cl)cc1
  RMI-FANCM inh = 61&57
CN1CCN(CCCN2c3ccccc3Sc3ccc(S(=O)(=O)N(C)C)cc32)CC1
  RMI-FANCM inh = 53
Cc1oncc1C(=O)Nc1ccc(C(F)(F)F)cc1
  RMI-FANCM inh = 52&57&48
CCN1CC(CCN2CCOCC2)C(c2ccccc2)(c2ccccc2)C1=O (centres undefined)
  RMI-FANCM inh = 60
CN1CCN(c2c(F)cc3c(=O)c(C(=O)O)cn4c3c2SCC4)CC1
  RMI-FANCM inh = 61
C#C[C@]1(O)CC[C@H]2[C@@H]3CCC4=CC(=O)CC[C@@H]4[C@H]3CC[C@@]21CC
  RMI-FANCM inh = 62&60
CC(C)(CO)[C@@H](O)C(=O)NCCCO
  RMI-FANCM inh = 49
C[C@H](CCC(=O)O)[C@H]1CCC2C3C(CC[C@@]21C)[C@@]1(C)CC[C@@H](O)C[C@H]1C[C@H]3O (some centres undefined)
  RMI-FANCM inh = 55
Cc1cc(O)c2c(c1)C(=O)c1cccc(O)c1C2=O
  RMI-FANCM inh = 50
CCOC(=O)Nc1ccc2c(c1)N(C(=O)CCN1CCOCC1)c1ccccc1S2
  RMI-FANCM inh = 61
Cc1ccc(C(=O)C(C)CN2CCCCC2)cc1 (centres undefined)
  RMI-FANCM inh = 56

C[C@H]1c2cccc(O)c2C(O)=C2C(=O)[C@]3(O)C(O)=C(C(N)=O)C(=O)[C@@H](N(C)C)[C@@H]3[C@@H](O)[C@@H]21
  RMI-FANCM inh = 64&64
CC1CCc2c(N3CCC(O)CC3)c(F)cc3c(=O)c(C(=O)O)cn1c23 (centres undefined)
  RMI-FANCM inh = 55
COc1cc(C)nc(-n2nc(C)cc2OC)n1
  RMI-FANCM inh = 52&62
Cc1oc2ccccc2c1CNC(=O)NCc1cccs1
  RMI-FANCM inh = 54
CCC(Cc1c(I)cc(I)c(N)c1I)C(=O)O (centres undefined)
  RMI-FANCM inh = 60&58
NC(=O)NC(=O)Cc1ccccc1
  RMI-FANCM inh = 65
CC[C@]12CCCN3CCc4c(n(c5ccccc45)[C@@](O)(C(=O)OC)C1)[C@@H]32
  RMI-FANCM inh = 52
C[C@]12CC[C@H]3C(=CCc4cc(O)ccc43)[C@@H]1CCC2=O
  RMI-FANCM inh = 53
Oc1cc2c(cc1O)C1c3ccc(O)c(O)c3OCC1(O)C2 (centres undefined)
  RMI-FANCM inh = 60
Cc1ccsc1/C=C/C1=NCCCN1C
  RMI-FANCM inh = 54&53
CN(C)C(=N)N=C(N)N
  RMI-FANCM inh = 62
CCOC(=O)Nc1ccc(NCc2ccc(F)cc2)nc1N
  RMI-FANCM inh = 35
CCN(CC)CCOC(=O)C(c1ccccc1)c1ccccc1
  RMI-FANCM inh = 58&50
OCCOCCN1CCN(C(c2ccccc2)c2ccc(Cl)cc2)CC1 (centres undefined)
  RMI-FANCM inh = 65&49&53
Cc1ccc(NC(=O)Cn2nc3c(Oc4cccc(C)c4C)nc4ccccc4n3c2=O)cc1C
  RMI-FANCM inh = 135

CN(CCOc1ccc(NS(C)(=O)=O)cc1)CCc1ccc(NS(C)(=O)=O)cc1
  RMI-FANCM inh = 62
CCOc1ccc(-c2noc(Cn3c(=O)n(CC(C)C)c(=O)c4ccccc43)n2)cc1
  RMI-FANCM inh = 60
O=C1CCc2cc(OCCCCc3nnnn3C3CCCCC3)ccc2N1
  RMI-FANCM inh = 53&60
CCc1nnc(-c2ccc(NC(=O)CCc3ccc(OC)cc3)cc2)o1
  RMI-FANCM inh = 63
CC(C)(C(=O)c1cccnc1)c1cccnc1
  RMI-FANCM inh = 55&87
O=C(OC1C[C@@H]2CC3C[C@H](C1)N2CC3=O)c1c[nH]c2ccccc12 (some centres undefined)
  RMI-FANCM inh = 64

# Sorted by the number under RMI-FANCM inh (smallest number first): four from the list above
CCOc1ccc(-c2noc(Cn3c(=O)n(CC(C)C)c(=O)c4ccccc43)n2)cc1
  RMI-FANCM inh = 60
CN(CCOc1ccc(NS(C)(=O)=O)cc1)CCc1ccc(NS(C)(=O)=O)cc1
  RMI-FANCM inh = 62
CCc1nnc(-c2ccc(NC(=O)CCc3ccc(OC)cc3)cc2)o1
  RMI-FANCM inh = 63
O=C(OC1C[C@@H]2CC3C[C@H](C1)N2CC3=O)c1c[nH]c2ccccc12 (some centres undefined)
  RMI-FANCM inh = 64
